Source: PubChem
SDO1 yeast rescue = growth rescue of sdo1-depleted yeast, primary screen, S. cerevisiae, bone marrow failure model | S. cerevisiae sdo1-depleted JHY4D growth rescue, OD600 30 h; stronger effect = higher value; pdr5 snq2 efflux-pump mutant strain | z-score at 10 µM | actives 0.21% (n = 140,000);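 active = z-score above 3 at both the 24 hr and the 30 hr optical density reads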;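 also: z-score against mean and SD of all compound wells on the same plate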
Insulin prom inh = inhibitors of insulin promoter-driven GFP, primary screen, imaging, TRM-6 cells (human fetal islet line), eGFP reporter, cell count | reporter expression induced with tamoxifen | inhibition, % at 2 µM | actives 0.9% (n = 130,000);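 active = inhibition above the mean plus 3 SD, with well images judged a real hit on visual review, cut at about 60% in these data, passing the limit was not always enough; inconclusive = inhibition over the cutoff but images rejected on review; inactive = inhibition not above the cutoff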
SDO1 yeast rescue Rescue 24 h = further read-out of SDO1 yeast rescue, marked with its call; z-score; S. cerevisiae sdo1-depleted JHY4D growth rescue, OD600; measured here: growth rescue at 24 h;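 0 is the plate mean of compound wells and units are plate SD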
* = called active by the depositor; u = inconclusive; x = not tested or not shown.

SMILES	SDO1 yeast rescue	SDO1 yeast rescue Rescue 24 h	Insulin prom inh
COc1ccc(CC(=O)NC2CC(C)(C)NC(C)(C)C2)cc1	0.92	0.76	-84
CCn1c2c(c3ccc(OC)cc31)CCCC2=O	-0.77	-0.71	47
Cc1sc2ncnc(Nc3ccccc3)c2c1C	-0.29	-0.12	x
CCCC(=O)Nc1nc2nc(-c3ccccc3)cc(-c3ccccc3)n2n1	-1.2	-1.1	16
CCOC(=O)COc1ccc2c(c1)C(=O)CC(C)(C)O2	0.37	-0.09	x
CCOCCCNC(=O)CCNS(=O)(=O)c1ccc(C)cc1	-0.66	-1.2	71
COc1ccc(NC(=O)CC2C(=O)N(C)C(=S)N2Cc2cccs2)cc1 (stereo not drawn)	-0.28	-0.36	-38
CN(Cc1ccccc1)Cc1nc2c(c(=O)n(C)c(=O)n2C)n1CCc1ccccc1	x	x	-350
CCNc1ccc(C(=O)N/N=C/c2c(C)nn(-c3ccccc3)c2N2CCCC2)cc1[N+](=O)[O-]	0.16	0.34	-7
COc1ccc2c(=O)c3c(=O)n(Cc4ccco4)c(-c4ccc(C)cc4)nc3oc2c1	-1.2	-1.1	29
CCCn1c(SCC(=O)N2CCc3ccccc32)nnc1-c1ccco1	-0.99	-0.32	u
CCOc1cc(N2CCOCC2)c(OCC)cc1NC(=O)CC12CC3CC(CC(C3)C1)C2	-0.64	-0.54	37
Cc1ccc(NC(=O)c2ccc(-n3cccn3)c([N+](=O)[O-])c2)cc1C	-0.32	-0.2	-218
CCOc1nc(NCc2ccco2)nc(Nc2ccccc2F)n1	-1	-0.61	-92
CCOC(=O)C1=C(Nc2ccc(Br)cc2)CC(C)(O)C(C(=O)OCC)C1c1ccccc1 (stereo not drawn)	-0.59	-0.2	-23
Cc1cc(C(=O)CSc2n[nH]c(N)n2)c(C)n1-c1cc(F)ccc1F	0.59	1.7	33
c1ccc2c(-c3nc4ncccc4o3)cccc2c1	-0.38	-0.2	-55
O=C(c1ccco1)N1CCN(c2cc(N3CCOCC3)c(F)cc2[N+](=O)[O-])CC1	x	x	0
Cn1nc([N+](=O)[O-])nc1Oc1ccccc1N	-0.46	-0.24	3
CS(=O)(=O)Oc1ccccc1/C=C1/N=C(c2ccc(F)cc2)OC1=O	-0.8	-1.2	57
CNC(=O)CSc1nnc(-c2cc(C)cc(C)c2)o1	-0.06	-0.32	33
CCCCC/C=C\C[C@H](O)/C=C/c1cccc(C[C@H](O)CCCCO)n1	-0.11	-0.36	29
CCc1nc(NCC2CCCO2)c2oc3ccccc3c2n1 (stereo not drawn)	0.03	-0.03	x
COCCNS(=O)(=O)c1cccn1-c1ncc(C(F)(F)F)cc1Cl	0.98	-0.33	-10
COc1ccc(CCN2C(=S)NC3CC2(C)Oc2ccc([N+](=O)[O-])cc23)cc1OC (stereo not drawn)	-1.4	-1.1	-32

More results follow.
SMILES	SDO1 yeast rescue	SDO1 yeast rescue Rescue 24 h	Insulin prom inh
CC(C)CC(=O)c1c[nH]c(C(=O)NCc2cccs2)c1	0.71	1	-30
O=S(=O)(Nc1nc2ccccc2nc1-[n+]1ccccc1)c1ccc(Cl)cc1	1.9	1.5	-37
COC(=O)c1nc(C(=O)OC)c(C(=O)OC)nc1C(=O)OC	0.96	0.26	17
CC1(C)OC(=O)C(=NNc2ccc(O)cc2)C(=O)O1	2	1.2	-34
S=C(NCc1ccco1)Nc1ccc(Cl)cc1	-0.06	1	0
COc1ccc2cc(C3CC(c4ccco4)=NN3S(=O)(=O)c3ccccc3)c(Cl)nc2c1 (stereo not drawn)	-0.47	0.12	38
O=C(Nc1ccc(CCC(=O)N2CCCC2)cc1)c1ncn[nH]1	0.54	-0.15	-10
Cc1cnc(NC(=O)CSc2nnc(-c3ccccc3)n2Cc2ccccc2)s1	-0.48	-0.12	-47
CC1CN(C(=O)c2ccc(COc3ccc4ccccc4c3)o2)CC(C)O1 (stereo not drawn)	x	x	-6
O=C(NC(NC1CCS(=O)(=O)C1)C(=O)c1cccs1)c1ccccc1 (stereo not drawn)	0.6	-0.04	33
O=C(c1ccc(S(=O)(=O)Cc2cc(F)ccc2F)c([N+](=O)[O-])c1)N1CCCC1	x	x	0
CCOC(=O)/C(C#N)=C(\N)C(C)C(=O)Nc1ccccn1 (stereo not drawn)	0.51	0.83	x
O=C(Nc1nc(-c2ccc(F)cc2)cs1)c1cnccn1	-0.7	-0.18	x
c1coc(CNc2c3c(nc4ncnn24)CCC3)c1	1.2	1.6	x
CC(=O)c1cccc(NC(=O)c2cc(-c3ccc(C)cc3)on2)c1	0.1	0.28	50
Cc1ccccc1Cn1c(=O)n(CC2CCC(C(=O)NCCc3ccccc3)CC2)c(=O)c2ccccc21 (stereo not drawn)	-0.66	0.75	0
CCCNC(=O)c1cc(-c2ccc(OC)cc2)n(CCCOC)c1C	0.61	0.17	33
Cc1ccc(S(=O)(=O)N2CC3CCC2C3)cc1 (stereo not drawn)	0.12	-0.31	x
Cc1cc(C(=O)COC(=O)CCC(=O)c2ccc3c(c2)OCCO3)c(C)n1Cc1ccco1	-0.54	-0.21	-43
Cc1ccc2oc(=O)c3cnn(CC(=O)NC4CCCCC4C)c3c2c1 (stereo not drawn)	0.33	1.8	x
c1csc(-c2noc(COc3ccc4c(c3)CCCC4)n2)c1	-0.77	-1.5	-12
O=S(=O)(c1ccc(Cl)cc1)N1CCN(c2ccc(N3CCOCC3)nn2)CC1	-0.39	-0.05	-7
CCCCNC(=O)c1ccccc1NC(=O)c1ccc2c(c1)OCO2	x	x	49
CC(C)(C)OC(=O)N/N=C/c1cn(-c2ccccc2)nc1-c1cccnc1	x	x	-22
O=C(CSc1nc2ccccc2o1)NCc1ccc2c(c1)OCO2	-1.6	-1.6	x

Continuation.
SMILES	SDO1 yeast rescue	SDO1 yeast rescue Rescue 24 h	Insulin prom inh
C/C(=N/NC(=O)c1ccco1)c1cccnc1	x	x	14
CCCCN(C)C(=O)CCC(=O)NNc1nc2ccccc2c2nc(C)nn12	0.24	-0.4	x
CSc1nc2ccc(NC(=O)c3nn(C(C)C)c(=O)c4ccccc34)cc2s1	0.4	0.72	-41
N/C(=N\OC(=O)c1ccc(Br)o1)c1cccnc1	x	x	-38
CCOC(=O)CSc1nc2cc(C(=O)N3CCCC3)ccc2c(=O)n1Cc1ccccc1	0.13	0.76	-44
CC(=O)Nc1ccc(/C=N/OCC(=O)Nc2ccc(C)cc2)cc1	0.09	-0.44	-14
CCOCCCN1CC(C(=O)NCCc2ccc(C)cc2)CC1=O (stereo not drawn)	0.93	1	x
Cc1ccccc1C(=O)Oc1ccc(Sc2ccc(O)cc2)cc1	-2.7	-2.1	-7
Cc1ccccc1N/N=C/c1ccc(C#N)cc1	-1.7	-0.73	0
CCOC(=O)CN(C(=O)CNC(=O)c1ccco1)C(C(=O)NC1CCCC1)c1ccccc1OCC (stereo not drawn)	0.56	-0.12	x
COc1ccc(/C=N/NC(=O)c2cccc(NC(C)=O)c2)c(OC)c1	x	x	-55
C=CCNC(=S)Nc1ccc2nc(C)oc2c1	x	x	44
O=C(COC(=O)C1CCC(=O)N1)Nc1ccc(Cl)cc1Cl (stereo not drawn)	0.73	0.25	x
CCOc1ccccc1C1CC(c2ccc(Br)cc2)Nc2nc(N)nn21 (stereo not drawn)	-0.86	-1.4	x
Cc1ccc(-c2cc(C(=O)N(C)Cc3cnn(C)c3C)c3cc(Br)ccc3n2)cc1	-0.68	-0.74	x
COc1ccc(CN(C(=O)c2ccco2)c2ccc(Br)cc2)cc1OC	-0.42	-0.26	-50
Cn1c(N)c(C(=O)COC(=O)c2ccc(Cl)nc2)c(=O)n(C)c1=O	x	x	7
CC(C)(C)C(=O)/C=c1\[nH]c(=O)/c(=C\c2ccc(F)cc2)s1	-2	-1.6	-25
CCOC(=O)c1c(NC(=O)CSc2nnc(-c3c[nH]c4ccccc34)n2CCOC)sc2c1CCCCC2	0.35	-0.34	-90
COc1cccc(N2C(=O)CC(Nc3ccc(N4CCOCC4)cc3)C2=O)c1 (stereo not drawn)	-0.32	-0.76	x
O=C(O)CCCNS(=O)(=O)c1ccc2c(c1)OCCCO2	2.2	2.3	x
COc1cc2[nH]c(=O)n(CCC(=O)N3CCN(Cc4ccccc4)CC3)c(=O)c2cc1OC	x	x	27
O=c1cc(-c2ccc3c(c2)OCCO3)oc2ccc(Cl)cc12	-0.49	0.7	-27
c1n[nH]c(SCCCCSc2ncn[nH]2)n1	-0.37	-0.76	48
NC(N)=NCCC[C@H](NC(=O)OCc1ccccc1)C(=O)O	0.87	1.3	43

One compound at a time, from the list above.
Results for Cc1ccc(S(=O)(=O)N2CC3CCC2C3)cc1 (stereo not drawn) → SDO1 yeast rescue = 0.12; SDO1 yeast rescue Rescue 24 h = -0.31; Insulin prom inh = x
Results for Cn1c(N)c(C(=O)COC(=O)c2ccc(Cl)nc2)c(=O)n(C)c1=O → SDO1 yeast rescue = x; SDO1 yeast rescue Rescue 24 h = x; Insulin prom inh = 7
Results for C/C(=N/NC(=O)c1ccco1)c1cccnc1 → SDO1 yeast rescue = x; SDO1 yeast rescue Rescue 24 h = x; Insulin prom inh = 14

As entered above:
Under SDO1 yeast rescue Rescue 24 h, CC(=O)Nc1ccc(/C=N/OCC(=O)Nc2ccc(C)cc2)cc1 has the entry -0.44
Under Insulin prom inh, CSc1nc2ccc(NC(=O)c3nn(C(C)C)c(=O)c4ccccc34)cc2s1 has the entry -41

Additional records follow:
SMILES	SDO1 yeast rescue	SDO1 yeast rescue Rescue 24 h	Insulin prom inh
COC1=C(Nc2ccc(O)cc2)C(=O)c2ccccc2C1=O	0.07	1.1	12
CCOC(=O)C1CCCN(C(=O)CN2C(=O)COc3ccc(C(C)(C)C)cc32)C1 (stereo not drawn)	-0.87	-1.4	x
CC(C)(C)N(Cc1cc2ccccc2[nH]c1=O)C(=O)c1cccnc1	-0.43	-0.44	64
CCOC(=O)c1c(C)n(C)c2ccc(OCC(O)CN3C(=O)c4ccccc4S3(=O)=O)cc12 (stereo not drawn)	0.79	1.8	-6
COc1cc(/C=C(\C#N)C(N)=O)ccc1OS(=O)(=O)c1ccc(C)cc1	-0.49	-0.06	39
CCN1CCN(CCC(=O)Nc2ccc3c(c2)OCO3)CC1	0.02	-0.5	49
COc1ccc(/C=N/N2CCOCC2)cc1O	-0.49	-0.64	-15
N#Cc1ccccc1OCC(=O)N1CCc2ccccc2C1	x	x	3
CCN(CC(=O)NCc1cccs1)C(=O)c1ccccc1Cl	x	x	-14
Cc1cccc(C(OC(=O)c2ccco2)C(=O)NCc2ccccc2)n1 (stereo not drawn)	0.13	-0.67	26
COC(=O)c1c(-c2ccc(F)cc2)noc1N	1.2	1.3	6
Cc1ccc(Nc2nc3ccccc3nc2-n2nc(C)cc2C)cc1	-0.18	-0.34	x
Cc1csc(-c2cnn(-c3ccccc3)c2NC(=O)c2ccc(C(F)(F)F)cc2)n1	-2.1	-1.3	19
CCOc1cc(/C=N/Nc2nc(N3CCCCC3)nc(N3CCCCC3)n2)ccc1OC(=O)c1ccco1	x	x	-28
CN(C)C(=O)c1nnc(Cc2ccc(Cl)cc2)o1	0.23	0.94	-40
Cc1noc(NS(=O)(=O)c2ccc(N3C(=O)c4ccccc4C3=O)cc2)c1C	0.08	-0.13	-16
COCCNC(=O)c1ccc2c(=O)n(Cc3ccco3)c(SCC(=O)NC3CCCC3)nc2c1	-0.46	-0.95	x
CCOC(=O)Cn1c(=O)n(Cc2ccco2)c(=O)c2ccc(C(=O)NCCc3ccccc3)cc21	-0.78	-0.52	-35
CCn1nnnc1SCC(=O)Nc1nc(C)c(C)s1	1	1.3	-100
Cn1c(-c2ccc3nc(N)sc3c2)nc2cc(N)ccc21	1.3	0.66	-13
C/C(=N\NC(=O)c1ccco1)c1ccc(NC(=O)c2cccs2)cc1	2	-0.51	19
Cc1cccc(OCCN2CSC(=S)N(C)C2)c1	-2.7	-0.85	x
C/C(=C\C(=O)c1ccc(Cl)cc1)Nc1ccc(N2CCOCC2)cc1	0.8	1.3	17
Cc1[nH]c2ccccc2c1C(=O)CSCC(=O)O	11*	8.7*	x
CC(C)C(=O)Nc1ccc2c(c1)nc1n2CCSC1	-0.33	-0.79	76*

Additional structures.
SMILES	SDO1 yeast rescue	SDO1 yeast rescue Rescue 24 h	Insulin prom inh
CC1Cn2c(nc(=O)c3c2NCN(CCc2ccccc2)C3)S1 (stereo not drawn)	x	x	67
Cc1ccc(CC(=O)N2CCN(c3ccccc3F)CC2)cc1	x	x	-36
c1ccc(Nc2nc3ccccc3[nH]2)nc1	0.8	1	6
Cc1cccc(C(=O)N[C@H](C(=O)Nc2nc(C)cs2)C(C)C)c1	-1.1	-0.25	-5
Cc1ccc(S(=O)(=O)N2CCOCC2)cc1C(=O)N1CCOCC1	0.31	0.2	21
COc1ccc(C(=O)COC(=O)c2nn(C)c(=O)c3ccccc23)c(OC)c1	x	x	-14
Cc1ccccc1N=CC1=C(O)c2ccccc2C1=O	x	x	-26
COc1cccc(-c2cc(C(=O)NCc3ccc(Cl)cc3)no2)c1	-1.1	-1.2	-72
C/C(=N\OC(=O)NC(C)C)c1sc(-c2ccccc2)nc1C	-1.4	-1.1	-30
N/C(CC(=O)NCCOc1ccccc1)=N\O	-0.48	-0.69	8

Exported with each value named: entries from further up
Cc1ccccc1N=CC1=C(O)c2ccccc2C1=O
  SDO1 yeast rescue = x
  SDO1 yeast rescue Rescue 24 h = x
  Insulin prom inh = -26
COc1cccc(-c2cc(C(=O)NCc3ccc(Cl)cc3)no2)c1
  SDO1 yeast rescue = -1.1
  SDO1 yeast rescue Rescue 24 h = -1.2
  Insulin prom inh = -72
C/C(=N\OC(=O)NC(C)C)c1sc(-c2ccccc2)nc1C
  SDO1 yeast rescue = -1.4
  SDO1 yeast rescue Rescue 24 h = -1.1
  Insulin prom inh = -30
N/C(CC(=O)NCCOc1ccccc1)=N\O
  SDO1 yeast rescue = -0.48
  SDO1 yeast rescue Rescue 24 h = -0.69
  Insulin prom inh = 8
